STK33 inh: inhibitors of human STK33 kinase | Q9BYT3 | purified STK33, MBP phosphorylation, ADP-Glo luminescence | inhibition, % at 10 µM | 320,000 tested, 0.073% active | AID 2661;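 active means inhibition at or above 25%, using the most active replicate where run in duplicate; inactive means inhibition below 25%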
Target sequence (Q9BYT3 whole entry, looked up): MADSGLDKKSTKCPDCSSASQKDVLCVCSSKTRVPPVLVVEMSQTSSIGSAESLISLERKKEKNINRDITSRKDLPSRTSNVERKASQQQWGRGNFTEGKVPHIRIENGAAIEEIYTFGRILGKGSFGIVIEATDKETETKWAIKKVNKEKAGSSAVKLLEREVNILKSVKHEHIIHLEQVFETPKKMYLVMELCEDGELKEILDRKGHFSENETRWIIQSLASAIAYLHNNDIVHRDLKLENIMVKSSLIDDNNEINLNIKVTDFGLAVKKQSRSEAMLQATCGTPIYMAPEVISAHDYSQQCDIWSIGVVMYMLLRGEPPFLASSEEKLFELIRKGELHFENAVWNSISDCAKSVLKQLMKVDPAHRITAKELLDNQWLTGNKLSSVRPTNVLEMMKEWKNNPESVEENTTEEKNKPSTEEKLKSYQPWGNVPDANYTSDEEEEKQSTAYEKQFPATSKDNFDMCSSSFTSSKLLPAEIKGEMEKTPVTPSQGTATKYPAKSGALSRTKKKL
Kir21 block: Kir2.1 (mouse) channel inhibition; HEK293-Kir2.1, FluxOR thallium flux fluorescence; stronger effect = lower value; B-score at 10 µM; 310,000 tested, 0.85% active; P35561; AID 1672;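 active means fluorescence ratio B-score at or below minus 3 SD of library scores, with starting-brightness B-score within 2 SD, cut at about -4.2 in these data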;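 further: channel flux triggered by added potassium and thallium sulfate stimulus; B-score of peak minus minimum fluorescence over baseline after thallium stimulus; more negative B-score means stronger Kir2.1 block with less thallium influx; some compounds called inactive have numbers as strong as hits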
Target sequence (P35561 whole entry, looked up): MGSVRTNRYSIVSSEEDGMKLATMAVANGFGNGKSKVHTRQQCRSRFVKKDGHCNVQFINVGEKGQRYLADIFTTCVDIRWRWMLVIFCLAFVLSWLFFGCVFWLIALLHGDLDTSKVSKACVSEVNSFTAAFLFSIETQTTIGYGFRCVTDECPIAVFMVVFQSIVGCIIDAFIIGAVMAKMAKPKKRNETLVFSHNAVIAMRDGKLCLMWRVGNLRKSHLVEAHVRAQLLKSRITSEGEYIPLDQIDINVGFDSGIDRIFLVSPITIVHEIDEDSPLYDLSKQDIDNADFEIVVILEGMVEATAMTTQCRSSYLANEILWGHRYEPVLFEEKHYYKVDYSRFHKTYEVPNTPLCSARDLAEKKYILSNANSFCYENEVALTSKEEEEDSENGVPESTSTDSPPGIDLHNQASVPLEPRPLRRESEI
* hit, by the source's call; x = no result given; & = joins results of further samples.

SMILES	STK33 inh	Kir21 block
CCN1C(=O)c2ccccc2S(=O)c2ccc(C(=O)NC3CC3)cc21 (stereo not given)	-1.5	1.56
C#CCN(C)CCCOc1ccc(Cl)cc1Cl	1.0	1.23
COc1ccc(NS(=O)(=O)c2ccc(O)c(NS(=O)(=O)c3ccc(NC(C)=O)cc3)c2)cc1	1.7	x
CN(C)c1ccc(C=C2C(=O)OC3(CCCC3)OC2=O)cc1	-0.2	-0.06
CC1=CC(c2ccc(Cl)cc2)n2nc(NC(=O)c3ccccc3)nc2N1 (stereo not given)	1.2	-0.22
CCOC(=O)C1CCN(C(=O)CN(c2cc(OC)ccc2OC)S(=O)(=O)c2ccccc2)CC1	-0.6	0.09
O=c1ccc2cc3c([nH]c4ccc(Br)cc43)oc-2c1O	38.9*	0.76
CCN(C(=O)COC(=O)c1ccccc1O)c1cccc2ccccc12	-0.7	x
C=CCNC(=O)NC(=O)COC(=O)/C(C#N)=C/c1ccc(OC)cc1	-1.8	0.12
O=C(CSCc1ccc(Cl)cc1)Nc1ccccc1C(=O)N1CCOCC1	-1.4	0.05

Single records, as listed above. Order of values: STK33 inh | Kir21 block
CC1=CC(c2ccc(Cl)cc2)n2nc(NC(=O)c3ccccc3)nc2N1 (stereo not given) as listed: 1.2 | -0.22
CCN1C(=O)c2ccccc2S(=O)c2ccc(C(=O)NC3CC3)cc21 (stereo not given) as listed: -1.5 | 1.56
C#CCN(C)CCCOc1ccc(Cl)cc1Cl as listed: 1.0 | 1.23
C=CCNC(=O)NC(=O)COC(=O)/C(C#N)=C/c1ccc(OC)cc1 as listed: -1.8 | 0.12
CCOC(=O)C1CCN(C(=O)CN(c2cc(OC)ccc2OC)S(=O)(=O)c2ccccc2)CC1 as listed: -0.6 | 0.09

The listing continues:
SMILES	STK33 inh	Kir21 block
CCCCC(=O)Nc1cccc(NC(=O)c2ccccc2Br)c1	0.7	-1.36
Cc1ccc(CSCCNC(=O)CN(c2cccc([N+](=O)[O-])c2)S(C)(=O)=O)cc1	0.4	-0.75
O=C(C(Cc1ccccc1)n1cccc1)N1CCN(Cc2ccccc2)CC1 (stereo not given)	-1.2	1.58
CC(=O)Nc1ccc(/C=C2/Sc3ccccc3C2=O)cc1	1.6	0.3
Cc1cc(C)cc(CC2CC(=O)N(c3ccc4c(c3)OCCO4)C2=O)c1 (stereo not given)	-0.7	-1.14
O=C(NCCN1CCCCC1)c1cccc2c1C(=O)c1ccc(N3CCCC3)cc1S2(=O)=O	-0.6	x
CCOc1ccc(NC(=O)COc2ccc(C(=O)NCc3cccc(OC)c3)cc2OC)cc1	-0.3	x
CN(CC(=O)Nc1ccc(N2CCOCC2)cc1)CC(=O)Nc1ccc(Cl)cc1[N+](=O)[O-]	-0.2	0.95
CS(=O)(=O)NCc1nnc(SCc2ccccc2C(F)(F)F)o1	-0.4	0.13
Cn1c(=O)n(C)c2cc([N+](=O)[O-])c(N3CCN(C(=O)c4ccccc4Br)CC3)cc21	-0.5	0.78
CC1CCc2c(sc3ncnc(SCC(=O)N(C)C4CCS(=O)(=O)C4)c23)C1 (stereo not given)	-0.6	x
O=C(CNC(=S)N(CCCN1CCOCC1)Cc1cccs1)NCCCN1CCOCC1	-0.3	-0.85
COc1cc(/C=N/N2C(=O)CSC2=S)ccc1O	0.5	-0.19
COCC1CCN(c2nc3nonc3nc2N2CCSCC2)C1 (stereo not given)	-0.8	0.22
CCN(CC)S(=O)(=O)c1cc(OC)ccc1N=Nc1ccc(O)c2ncccc12	-1.0	-0.23
CCCc1[nH]nc2c1C(CCc1ccccc1)C(C#N)=C(N)O2 (stereo not given)	0.3	0.29
Cc1ccc(CNC(=O)C2CCN(c3nn4c(=O)cc(C)nc4s3)CC2)cc1	0.8	-2.88
Cc1cc(=O)oc2cc(OCC(=O)N3CC[C@@]4(O)CCCC[C@H]4C3)ccc12	-1.3	-0.67
O=C(CNCc1cccc2ccccc12)Nc1ccccc1[N+](=O)[O-]	0.0	-0.17
CCOC(=O)c1c(C)[nH]c(C)c1C(=O)CSc1nc2ccccc2n1CCOC	-0.3	1.77
COCCNC(=O)CN1C(=O)NC2(CCCc3ccccc32)C1=O (stereo not given)	-0.5	0.29
CN1CCN(S(=O)(=O)c2ccc(NC(=O)COc3ccccc3)cc2)CC1	0.0	1.31
CCOC(=O)C1CCCN(c2c(NCCC(C)C)c(=O)c2=O)C1 (stereo not given)	-1.5	-0.19
O=C(NCc1ccccc1)c1ccc(F)c(S(=O)(=O)N2CCOCC2)c1	7.1	-0.94
Cc1c(CC(=O)O)c(=O)oc2c(C)c3occ(-c4ccc(Br)cc4)c3cc12	-0.8	-0.35
O=C(NCC#CCSc1nnc(-c2cccc3ccccc23)o1)c1cccs1	-0.9	x
O=C(CCN1CCCCC1)Nc1ccccc1	-0.1	1.14
CC(C)N(Cc1nc(-c2ccccc2)no1)C(=O)CCCN1C(=O)c2ccccc2C1=O	-1.7	-0.43
C/C(CC(=O)Nc1c(C)cc(C)cc1C)=N\NC(=O)OC(C)(C)C	-2.6	-1.01
Cc1cccc(C(=O)N(NC(=O)Oc2ccccc2)C(C)(C)C)c1	-2.6	0.91
CC1=NN(c2ccccc2)C(=O)/C1=C\C=C1\N(C)c2ccccc2C1(C)C	-2.5	0.49
COc1ccc(CC(=O)NC(=S)NNC(=O)COc2c(C)cccc2C)cc1	-0.3	-0.93
O=c1cc(CSc2ccccc2)nc(-c2ccccc2)[nH]1	-0.4	0.77
O=C1N/C(=C/c2cccn2-c2ccccc2)C(=O)N1c1cccc(Cl)c1	-0.7	0.09
CC(C)(C)c1ccc(NC(=O)COC(=O)c2ccc(NS(=O)(=O)c3ccc(F)c(F)c3)cc2)cc1	-1.8	-0.25
CCOc1ccccc1CNS(=O)(=O)c1csc(C(N)=O)c1	0.7	-1.24
Cc1nnc(SCC(=O)N2c3ccccc3CC2C)s1 (stereo not given)	9.2	0.19
COc1ccc(OC)c(CCNC(=O)CS(=O)(=O)Cc2nc(-c3ccc(C)cc3)oc2C)c1	-0.2	-0.52
O=C(Cn1nnc(N2CCCCC2)n1)c1ccc(Cl)c(Cl)c1	0.1	-1.27
CC(C)(C)C(=O)Nc1ccccc1C(=O)N1CCCC1	-0.4	0.48
Cc1ccc(Oc2nc3ccccc3n3cccc23)cc1	-0.7	-1.56
O=C(NCCOC(=O)c1ccc(Cl)cc1)c1cccnc1	0.2	0.41
CCOC(=O)N1CCN(C(=O)c2ccc(N(Cc3ccc(C)cc3)S(C)(=O)=O)cc2)CC1	-1.3	-0.35
Cc1cccc2c(N=NC(=O)C(C)n3cnc4ccccc4c3=O)c(O)[nH]c12 (stereo not given)	0.8	0.31
CSc1ccccc1NC(=O)Nc1cccc(Cl)c1C	-0.7	2.4
COc1ccc(-c2cc3c(=O)n(CC(=O)NCc4ccccc4OC)ncn3n2)cc1	0.6	1.89
COc1cc2c(cc1OC)CN(C(=O)CSc1ccc(F)cc1)CC2	0.2	x
Cc1ccc(N(C)S(=O)(=O)c2cccc(C(=O)Oc3ccc4c(C)cc(=O)oc4c3)c2)cc1	-2.1	0.92
NC(N)=N/N=C/c1c(Cl)cccc1Cl	-0.1&-1.4	-0.02&0.11
CCOC(=O)C1CCN(C(=S)Nc2ccc(CC)cc2)CC1	-0.3	-3.34

Retrieved by structure from the entries so far (four):
SMILES	STK33 inh	Kir21 block
CCOC(=O)N1CCN(C(=O)c2ccc(N(Cc3ccc(C)cc3)S(C)(=O)=O)cc2)CC1	-1.3	-0.35
CSc1ccccc1NC(=O)Nc1cccc(Cl)c1C	-0.7	2.4
COc1cc2c(cc1OC)CN(C(=O)CSc1ccc(F)cc1)CC2	0.2	x
O=C(NCCOC(=O)c1ccc(Cl)cc1)c1cccnc1	0.2	0.41

(cont.)
SMILES	STK33 inh	Kir21 block
CN(CC(=O)Nc1ccccc1C(F)(F)F)C(=O)c1cc2c(s1)CCCCC2	-0.8	1.1
CN1CCN(CCCc2c3c(cc4c2CCC4)CCC3)CC1	0.6	-4.39*
COc1ccc(CNC(=O)[C@@H](C)NC(=O)C2CCN(C(=O)[C@@H](N)CCSC)CC2)cc1	-1.0	1.74
O=C(N=C1SC2CS(=O)(=O)CC2N1c1ccc(F)cc1)C1CCCCC1 (stereo not given)	-1.4	0.32
C[C@H]1CN(S(=O)(=O)c2ccc3c(c2)OCCO3)CCN1S(=O)(=O)c1c(F)cccc1F	-0.4	x
COc1ccc(C2c3sc(=O)[nH]c3SC3C4CCC(C4)C23)cc1OC (stereo not given)	-1.0	0.23
O=C(COc1ccccc1)Nc1sc2c(c1C(=O)NCc1cccnc1)CCCC2	1.0	1.07
CCOC(=O)NC(=O)COC(=O)CCCSc1nc2ccccc2s1	-1.3	0.37
Nc1nc(CN2CCN(c3cccc(Cl)c3)CC2)nc(N2CCCc3ccccc32)n1	-0.2	-0.02
Cc1cc(Cl)ccc1NC(=S)NC(C)(C)C	-0.6	-0.02
O=C(NCc1ccco1)C(=O)c1cn(CC(=O)N2CCCCC2)c2ccccc12	-0.4	0.23
COC(=O)CN(c1ccc(C)c(Cl)c1)S(C)(=O)=O	-1.2	1.62
O=C(NCc1ccc2c(c1)OCO2)C1CCC(=O)N1C1CCCCC1 (stereo not given)	-1.6	-0.32
CC(C)C(=O)N1CCN(C2=NS(=O)(=O)c3ccccc32)CC1	-0.9	x
Cc1ccc(-c2nnc(-n3nc(C)cc3C)c3ccccc23)cc1	-0.4	0.64
C/C(=N/NC(=O)c1cccnc1)C1=C(O)CC(C)(C)CC1=O	0.5	-0.52
CCCCn1c(N)c(N(CCOC)C(=O)c2ccc(OCc3c(C)noc3C)cc2)c(=O)[nH]c1=O	-1.8	x
O=C(C(NS(=O)(=O)c1cccs1)c1ccccc1)N1CCN(c2ccccc2)CC1 (stereo not given)	-0.6	0.53
CCCCNS(=O)(=O)c1ccc2nc(SCC(=O)Nc3cc(C)cc(C)c3)[nH]c2c1	0.2	0.03
CC1CC(C)CN(C(=O)COC(=O)c2c[nH]c3ccccc23)C1 (stereo not given)	0.8	x
C/C(=N/NC(=O)c1ccncc1)C1=C(O)CC(C)(C)CC1=O	-1.1	-0.34
CC(=O)N1CCN(CC(O)COc2ccc(Br)cc2)CC1 (stereo not given)	-1.2	-2.63
CCOC(=O)c1c(-c2ccc(OC)cc2)csc1NC(=O)CNCc1ccco1	-1.2	-0.63
CCOC(=O)N1CCN(C(=O)CSc2nc3nc(C)cc(C)n3n2)CC1	-0.1	x
CC(C)=CC1C(C(=O)NCCc2ccccc2)C1(C)C (stereo not given)	-3.0	-3
O=C1CSC(c2ccccc2F)N1c1ccccc1 (stereo not given)	-1.0	0.02
CCCSC1=C(C#N)C(c2ccc(O)c(OC)c2)CC(=O)N1 (stereo not given)	0.9	0.64
COc1ccc(/C=C/c2cc(-c3ccc(C)cc3)o[n+]2C)cc1	1.5	-0.48
Cc1nn(C2CCS(=O)(=O)C2)c(Cl)c1/C=C/C(=O)OCC(=O)c1c[nH]c2ccccc12 (stereo not given)	0.1	0.45
COc1ccc2oc(=O)c(-c3nc(C)cs3)cc2c1	-2.6	x
CCCn1c(NCc2ccccc2NS(=O)(=O)c2ccc(C)cc2)nc2ccccc21	-0.1	2.34
COc1cccc(C(=O)Nc2ccc(C(=O)c3ccncc3)cc2)c1	1.4	0.79
COc1ccc(NC(=O)NC2CCCCCCC2)c(OC)c1	-0.2	0.4
COc1ccccc1NS(=O)(=O)c1ccc(C(=O)NCc2ccncc2)cc1	-0.3	x
COc1cc(NC(=S)N2CCN(CCO)CC2)c(OC)cc1Cl	-0.5	0.36
CCC1CCC(C(=O)NNC(=O)OC)CC1 (stereo not given)	1.2	0.11
CCOC(=O)COc1ncn(-c2ccccc2)n1	-0.2	0.53
COc1ccc(NC2=C(NC(C)=O)C(=O)c3ccccc3C2=O)cc1	1.0	-0.56
OCCc1ccc(O)c(-n2nc3ccccc3n2)c1	7.3	-0.07
CC(=O)NCCCC(=O)NNC1CC(=O)N(c2cccc(Cl)c2)C1=O (stereo not given)	-1.2	-0.31

For reference, 3 of the compounds above:
SMILES	STK33 inh	Kir21 block
COc1ccc(NC2=C(NC(C)=O)C(=O)c3ccccc3C2=O)cc1	1.0	-0.56
OCCc1ccc(O)c(-n2nc3ccccc3n2)c1	7.3	-0.07
CC(=O)NCCCC(=O)NNC1CC(=O)N(c2cccc(Cl)c2)C1=O (stereo not given)	-1.2	-0.31

Next section
SMILES	STK33 inh	Kir21 block
CCOc1ccc(C)cc1S(=O)(=O)N1CCCCC1	-0.6	0.58
S=C1Nc2cc(Cl)ccc2Sc2ccccc21	-1.0	-0.16
O=C(CC(NC(=O)OCc1ccccc1)C(=O)O)OCc1ccccc1 (stereo not given)	-1.5	0.24
O=C(Cc1cccs1)Nc1ccc(C(=O)O)cc1	-0.3	-1.31
CC(C)(C)C(=O)CN1CCN(S(=O)(=O)c2ccc(F)cc2)CC1	0.6	0.02
C=CC[C@@H](CC(=O)NCCO)C(=O)N[C@@H](C)COC(=O)[C@@H](CC=C)Cc1ccc(F)cc1	-0.9	x
Cc1ccc(N(Cc2ccc(C(=O)Nc3ccccc3C(=O)NCc3ccco3)cc2)S(C)(=O)=O)cc1C	-0.2	2.25
Cc1cc(C)cc(N(C(=O)c2csnn2)C(C(=O)NC2CCCCC2)c2ccccn2)c1 (stereo not given)	-1.0	-0.64
CCOC(=O)C1CCCN(C(=O)CS(=O)(=O)Cc2ccccc2)C1 (stereo not given)	-0.9	0.76
O=[N+]([O-])c1ccc(NC(=S)NCc2ccc(F)cc2)cc1	0.8	-1.74
CC12CN(NC(=O)c3ccc(Cl)cc3)C3(C#N)CC1CCC23C (stereo not given)	-0.3	1.16
COc1ccc(CNCc2cccc(Oc3ccccc3)c2)cc1	-1.1	-13.5*
COc1ccccc1OC(=O)Cc1cccc2ccccc12	-1.9	-0.88
N#CC1=C(SCC(=O)Nc2ccccc2)NC(=O)CC1c1ccc(O)cc1 (stereo not given)	0.4	-0.85
COc1cc(CNC2CCCCC2OC)cc(OC)c1OC (stereo not given)	0.4	0.03
COc1ccc(CNC(=O)c2cc(-c3ccncc3)nc3c(C)cc(C)cc23)cc1OC	-1.2	0.94

Screening results (PubChem)
